DNA Pol III inh = qHTS Assay for Inhibitors of DNA Polymerase III Holoenzyme System; reconstituted DNA polymerase III holoenzyme replication, biochemical; Potency, µM (doses to about 57.1 µM), for inactives: top-dose activity change, negative = inhibition; hit rate 0.25% among 71,000; note: potency is the fitted concentration of half-maximal effect; % is set by controls: 0 for no effect and ±100 for the full control effect
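Reconstituted *E. coli* holoenzyme (0.35 nM Pol III, 1 nM beta, 154 nM SSB, 2 nM primase) was preincubated with compound for 15 min at RT. Synthesis on 1.4 nM ssM13Gori ran 35 min, then was stopped with PicoGreen/EDTA and read as dsDNA fluorescence.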
HEK293 cAMP cs = qHTS Assay for Agonists of the Thyroid Stimulating Hormone Receptor: Activators of Intracellular cAMP Concentrations in Parental HEK 293; parental HEK293 CNG cAMP sensor, membrane potential fluorescence; Potency, µM (titrated, usually from 57.1 µM), without a hit: top-dose activation, usual class: activators; hit rate 2.5% among 73,000; AID 938, 2007; note: potency is the fitted concentration of half-maximal effect; % of control where 0% means no effect; nearly all actives have a fitted effect of over 55% in size
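Parental HEK 293 cells stably expressing a modified CNG channel (no TSHR) report cAMP rise as membrane depolarization. Membrane potential dye with 100 uM RO 20-1724 was loaded for 60 min at room temperature, then compound added for 30 min; fluorescence read at 590 nm.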
BRCT inh red = qHTS Assay for Inhibitors of BRCT-Phosphoprotein Interaction (Red Fluorophore); BRCT-phosphopeptide binding, red fluorescence polarization; Potency, µM (doses to about 76.9 µM), for inactives: at the top dose activity change, negative = inhibition, actives largely listed as inhibitors; hit rate 0.03% among 75,000; AID 892, 2007; note: % is set by controls: 0 for no effect and ±100 for the full control effect
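Fluorescence polarization: 100 nM His-tagged BRCA1 BRCT with 100 nM TAMRA-labelled phospho-BACH1 decapeptide, phosphate buffer pH 7.3 with 150 mM NaCl, DTT, 0.01% Tween 20; 12 min RT. Binding inhibition seen as FP decrease.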
ALOX15 inhib = qHTS Assay for Inhibitors of 15-hLO (15-human lipoxygenase) | Polyunsaturated fatty acid lipoxygenase ALOX15 (Homo sapiens), P16050 | purified 15hLO-1, xylenol orange hydroperoxide absorbance | Potency, µM (doses to about 57.1 µM), for the others: at the highest dose activity change, negative = inhibition, actives largely listed as inhibitors | hit rate 1.4% among 74,000; note: potency is the fitted concentration of half-maximal effect; % is set by controls: 0 for no effect and ±100 for the full control effect; nearly all actives have a fitted effect of over 55% in size
Target sequence (P16050 whole entry, looked up): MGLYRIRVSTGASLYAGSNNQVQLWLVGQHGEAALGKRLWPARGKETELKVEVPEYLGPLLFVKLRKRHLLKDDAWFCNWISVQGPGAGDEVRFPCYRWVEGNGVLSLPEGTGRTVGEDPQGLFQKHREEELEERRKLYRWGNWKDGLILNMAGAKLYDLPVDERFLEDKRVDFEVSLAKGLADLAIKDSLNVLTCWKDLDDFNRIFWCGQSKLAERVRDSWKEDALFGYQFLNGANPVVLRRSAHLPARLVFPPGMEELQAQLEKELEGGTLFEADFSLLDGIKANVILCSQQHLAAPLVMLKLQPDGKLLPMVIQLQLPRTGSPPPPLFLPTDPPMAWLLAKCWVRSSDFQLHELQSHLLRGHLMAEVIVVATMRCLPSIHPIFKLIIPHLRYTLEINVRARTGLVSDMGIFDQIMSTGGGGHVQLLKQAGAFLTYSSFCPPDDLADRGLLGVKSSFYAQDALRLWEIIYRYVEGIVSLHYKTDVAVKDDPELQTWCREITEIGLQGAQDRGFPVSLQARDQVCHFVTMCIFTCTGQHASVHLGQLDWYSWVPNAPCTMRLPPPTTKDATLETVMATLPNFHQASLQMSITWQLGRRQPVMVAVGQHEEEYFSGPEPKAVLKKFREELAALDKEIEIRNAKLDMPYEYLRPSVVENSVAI
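Hydroperoxide formed from arachidonic acid (50 uM) by purified human 15hLO-1 (40 nM) oxidizes ferrous iron, and the ferric-xylenol orange complex is read at 573 versus 405 nm. Compounds were preincubated 15 min; reaction ran 6 min at room temperature.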
HADH2 inhib = qHTS Assay for Inhibitors of HADH2 (Hydroxyacyl-Coenzyme A Dehydrogenase, Type II); Potency, µM (highest dose often 57.1 µM), for the others: at the top dose activity change, negative = inhibition, hits mostly inhibitors; 3-hydroxyacyl-CoA dehydrogenase type-2 (Homo sapiens), Q99714; hit rate 3.4% among 73,000; recombinant HADH2, NADH fluorescence, beta-hydroxybutyryl-CoA; note: potency is the fitted concentration of half-maximal effect; % is set by controls: 0 for no effect and ±100 for the full control effect; nearly all actives have a fitted effect of over 60% in size; many of its hits are not listed in these tables
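NADH fluorescence (ex 360/em 450 nm) read every 30 s for 4 min; activity taken as last-minus-first time point difference. Enzyme 20 nM, NAD+ 1 mM, beta-hydroxybutyryl-CoA 90 uM, pH 9.0 Tris buffer.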
Tau filament bind = qHTS Assay for Tau Filament Binding. recombinant tau filaments, thioflavin S fluorescence, 15 h; filaments grown with octadecylsulfate alongside compound. AID 596, 2007. Potency, µM (top dose mostly 57.1 µM), inactives show top-dose activity change, negative = inhibition. hit rate 2% among 71,000;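 note: potency is the fitted concentration of half-maximal effect; % is set by controls: 0 for no effect and ±100 for the full control effect; actives lower thioflavin S fluorescence by blocking filaments or displacing dye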
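Read-out: ThS fluorescence, 450 nm excitation/510 nm emission; lower signal marks blocked filament formation or displaced dye. Tau at 1 uM with 30 uM ODS, 10 uM ThS, 5 mM DTT, 100 mM NaCl, 10 mM HEPES pH 7.4; 15 h, 37 C.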
Rhodamine autofl = qHTS Assay for Spectroscopic Profiling in Rhodamine Spectral Region; Rhodamine-region fluorescence, 547/598 nm, Tris buffer; stronger effect = higher value; max dye-equivalent concentration, M; hit rate 0.05% among 59,000; AID 594, 2007; in the data active = max dye-equivalent concentration above about 11 nM; inconclusive = between about 1.1 nM and that limit
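Intensities are converted to rhodamine-equivalent concentration using a six-point rhodamine standard on each plate. Compounds sit 15 min at room temperature in 100 mM Tris buffer, pH 8.0; read uses the 547/598 nm excitation/emission pair.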
USP2a inhib = qHTS Assay for Inhibitors of Ubiquitin-specific Protease USP2a. Ubiquitin carboxyl-terminal hydrolase 2 (Homo sapiens), O75604. USP2a enzymatic assay, qHTS inhibition. Potency, µM (series often up to 38.3 µM), without a hit: at the top dose activity change, negative = inhibition, usual class: inhibitors. hit rate 0.1% among 60,000. AID 927, 2007;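 note: potency is the fitted concentration of half-maximal effect; nearly all actives have a fitted effect of over 60% in size; plate controls were DMSO for no effect and NEM full inhibition control for full effect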
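Coupled readout: USP2-cleaved Ub-PLA2 (20nM final) turns over NBD C6-HPC (20uM final), Ex 460nm/Em 535nm after 2.5 h, time-zero read flagging artifacts. Enzyme (20nM final, pH 8.0 Tris) given 30 min RT with compound first; NEM defines full inhibition.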
Casp1 inh = qHTS Assay for Allosteric/Competitive Inhibitors of Caspase-1; hit rate 0.03% among 75,000; AID 900, 2007; Potency, µM (series often up to 57.5 µM), for inactives: at the highest dose activity change, negative = inhibition, usual class: inhibitors; P29466; Caspase-1 enzyme, Ac-WEHD-AFC fluorogenic rate;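 note: potency is the fitted concentration of half-maximal effect; plate controls were vehicle for no effect and no substrate for full effect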
Target sequence (P29466 120-297 limits assumed): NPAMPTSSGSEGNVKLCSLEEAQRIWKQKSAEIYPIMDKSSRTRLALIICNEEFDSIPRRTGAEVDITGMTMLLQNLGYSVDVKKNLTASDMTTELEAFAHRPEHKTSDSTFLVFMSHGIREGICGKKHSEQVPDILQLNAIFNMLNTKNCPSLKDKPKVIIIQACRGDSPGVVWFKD
Target sequence (P29466 317-404 limits assumed): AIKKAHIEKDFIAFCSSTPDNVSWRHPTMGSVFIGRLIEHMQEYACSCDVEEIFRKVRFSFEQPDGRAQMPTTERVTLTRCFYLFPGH
BRCT PPI green = qHTS Assay for Inhibitors of BRCT-Phosphoprotein Interaction (Green Fluorophore); hit rate 0.05% among 75,000; Breast cancer type 1 susceptibility protein (Homo sapiens), P38398; BRCA1 BRCT-phosphopeptide binding, green fluorescence polarization; Potency, µM (titrated, usually from 76.9 µM), inactives show at the top dose activity change, negative = inhibition, most hits filed as inhibitors;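 note: potency is the fitted concentration of half-maximal effect; plate controls were peptide without protein for full effect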
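Fluorescence polarization: His-tagged BRCT (~35 kDa BRCA1 C-terminus, 250 nM) bound to 100 nM fluorescein-labeled phosphorylated 10-aa BACH1 peptide, pH 7.3 phosphate buffer with DTT and Tween 20. Compounds incubated 12 min at room temperature; inhibition read as lowered polarization.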
Caspase-7 inhib = qHTS Assay for Allosteric/Competitive Inhibitors of Caspase-7 | P55210 | recombinant caspase-7, Ac-DEVD-AFC fluorescence rate | Potency, µM (series often up to 57.5 µM), for inactives: top-dose activity change, negative = inhibition, hits mostly inhibitors | hit rate 0.02% among 75,000 | AID 889, 2007; active = well fitted inhibition curve with a large enough effect in the main read-out, with a control signal flat, not every such curve was filed as active; inconclusive = small, poorly fitted or top-dose-only effect, or a change in a side signal; note: potency is the fitted concentration of half-maximal effect; % of control where 0% means no effect
The depositor's hits bear a star; i = inactive; ? = inconclusive; . = no result given; [ ] = dose if it differs, or a comment. Unless noted, calls come from the whole dose curve; as a rule, active = well fitted curve in the direction sought with a large enough effect; inconclusive = small, poorly fitted or top-dose-only effect, or another doubt; inactive = no such curve, though single readings can be large; an effect the other way counts as inactive or inconclusive.

SMILES	DNA Pol III inh	HEK293 cAMP cs	BRCT inh red	ALOX15 inhib	HADH2 inhib	Tau filament bind	Rhodamine autofl	USP2a inhib	Casp1 inh	BRCT PPI green	Caspase-7 inhib
COC(=O)C1(C(=O)OC)Sc2ccccc2C1=O	0%	-16%	-1.3%	-11%	?	-2%	i	6%	0%	-1.1%	1%
Cc1ccc(-n2c(C)cc(C(=O)CSc3nncs3)c2C)cc1	9%	25µM*	-2.4%	-19%	24%	9%	i	0%	-6%	-1.5%	-8%
Cn1cccc1Cc1nnc(SCC(=O)NC2CCCCC2)n1CCc1ccccc1	-4%	10%	0.3%	?	3%	-17%	.	.	1%	1.2%	-3%
C=C(C)Cn1c(COc2ccccc2)nnc1SCC(=O)O	0%	-1%	-0.4%	6%	-3%	-10%	.	1%	0%	-2.5%	1%
CCOC(=O)N1CCC(NC(=O)CSCc2nc(-c3ccc(OC)c(OC)c3)oc2C)CC1	-3%	-2%	0.6%	1%	19%	1%	i	2%	2%	-1.4%	0%
CC(C)(C)NC(=O)Cn1c(=O)oc2cc(S(=O)(=O)N3CCc4ccccc43)ccc21	-3%	-5%	-0.9%	-3%	-1%	-14%	.	.	-3%	-0.6%	-2%
Cc1n[nH]c(C)c1S(=O)(=O)N(CC(=O)Nc1ccc2c(c1)OCCO2)c1ccc(C(C)C)cc1	0%	?	0.3%	-18%	-6%	13%	.	.	-4%	-0.2%	-4%
O=C(O)c1cn(-c2ccccc2)nc1-c1cccnc1	-11%	-3%	-2.2%	4%	-2%	5%	i	6%	2%	0.3%	1%
O=C(Nc1ccc(S(=O)(=O)N2CCc3ccccc3C2)cc1)C1CCCO1 (stereo not drawn)	0%	4%	0.6%	-5%	16%	17%	i	22%	2%	2.9%	-2%
O=C(c1cccs1)N1CCCC(c2nc(-c3ccc(F)cc3)no2)C1 (stereo not drawn)	2%	?	0.6%	4%	9%	-20%	i	0%	-3%	0.8%	1%
O=C(Nc1ccc(-c2cn3ccccc3n2)cc1)c1cc(Br)ccc1O	-7%[11.4 µM]	-3%[11.4 µM]	0.5%[15.4 µM]	6%[11.4 µM]	10%[11.4 µM]	-4%[11.4 µM]	i	.	-2%[11.5 µM]	-2.3%[15.4 µM]	-4%[11.5 µM]
O=C(CSc1nnnn1Cc1ccccc1)NCCc1ccccc1	-4%	18%	-2.3%	2%	5%	-5%	i	-5%	1%	-1.8%	-1%
O=C(CCN1CCCCCC1)Nc1ccc(F)c(F)c1	-4%	8%	0.6%	-8%	-3%	-29%	.	-6%	-2%	-1.9%	0%
CCOCCCNC(=O)CC1Oc2ccc(C)cc2NC1=O (stereo not drawn)	0%	4%	-1.0%	5%	6%	-4%	.	.	-3%	0.9%	-3%
Nc1nnc(N2CCCCCC2)s1	-7%	3%	0.2%	-2%	-23%	-2%	i	1%	2%	1.8%	-2%
Cc1nn(CC(=O)Nc2ccc(C(=O)N3CCCCC3)cc2)c(=O)c2ccccc12	0%	1%	-0.4%	4%	8%	6%	i	12%	2%	-5.2%	0%
CCOC(=O)N1CCC(Nc2cc(C)nc3c(-c4ccccc4OC)c(C)nn23)CC1	-4%	2%	-0.3%	14%	-3%	-1%	.	.	-3%	1.1%	-1%
COc1ccccc1N(CC(=O)Nc1ccc2c(c1)OCO2)S(=O)(=O)c1ccccc1	3%	?	0.7%	-19%	5%	7%	.	7%	-1%	-1.5%	1%
CCOc1ccccc1NC(=O)N1CCC(c2nc3ccccc3[nH]2)CC1	-1%	1%	-2.6%	1%	32%[activator]	-13%	i	0%	0%	-2.2%	-2%
C=CC(=O)OCCCCCCOC(=O)C=C	-10%	18%	-1.0%	-1%	-23%	-14%	.	.	0%	-1.0%	0%
C1CCC(n2nnnc2CN2CCCC2)CC1	2%	8%	0.2%	0%	5%	0%	i	0%	1%	-0.3%	1%
COC(=O)c1[nH]c2cc(C)ccc2c1NC(=O)CN1CCN(c2ccccc2OC)CC1	-3%	-16%	-1.9%	-27%	-1%	30%	i	28%	-3%	-2.1%	-4%
CCN(CC)C(=O)c1cc2cc(Br)ccc2oc1=O	3%	10%	1.6%	1%	1%	6%	i	?	1%	-0.4%	-1%
O=C(c1ccccc1Br)N1CCN(c2ccccc2)CC1	2%	2%	-0.5%	0%	-18%	13%	i	1%	-1%	-0.9%	0%
COc1ccc(C2CCCN2C(=O)Nc2ccc(F)cc2)cc1OC (stereo not drawn)	-3%	25%	0.5%	1%	0%	-11%	.	.	-1%	-1.1%	-2%
Cc1cc(NC(=O)CCc2ccc(S(=O)(=O)N3CCOCC3)cc2)n(-c2ccccc2)n1	-5%	20%	1.6%	4%	7%	-14%	i	-1%	1%	-1.5%	0%
N#Cc1ccc(Oc2cccnc2)cc1C#N	6%	4%	1.3%	-7%	-6%	-3%	.	-5%	-5%	-1.2%	-4%
COc1cc(C2C(C(=O)c3ccco3)=C(O)C(=O)N2c2cc(C)on2)cc(Br)c1O (stereo not drawn)	-3%	20%	0.5%	-16%	-24%	-3%	i	29%	-3%	-2.0%	-2%
Nc1cccc(S(=O)(=O)c2cccc(N)c2)c1	-8%	11%	0.1%	1%	-16%	17%	i	-1%	0%	-4.0%	-1%
N=C(N)S[C@H]1c2ccccc2-c2cc([N+](=O)[O-])ccc21	-6%[11.4 µM]	0%[11.4 µM]	-2.7%[15.4 µM]	7%[11.4 µM]	-13%[11.4 µM]	?	i	.	3%[11.5 µM]	0.6%[15.4 µM]	-2%[11.5 µM]
CC1=C(C(=O)Nc2cccnc2)C(c2cccnc2)n2nc(-c3cccs3)nc2N1 (stereo not drawn)	-3%	-1%	-0.3%	-3%	9%	5%	i	-3%	0%	0.1%	-1%
CC(C)C[C@@H]1NC(=O)N(CCN2CCOCC2)C1=O	0%	10%	-1.9%	16%	-5%	-13%	i	3%	-3%	-0.7%	-2%
CC(C)(C)c1ccc(OC(=O)Nc2ccc(O)c(C(=O)O)c2)cc1	-10%[11.4 µM]	-11%[11.4 µM]	-2.5%[15.4 µM]	19%[11.4 µM]	2%[11.4 µM]	1%[11.4 µM]	i	.	0%[11.5 µM]	0.3%[15.4 µM]	1%[11.5 µM]
COc1ccc(C)cc1NCc1cccc(OC)c1OC	0%	14%	-0.8%	-9%	-3%	-12%	i	-5%	-2%	-0.7%	0%
CCOC(=O)C(NC(=O)c1ccccc1)(N1CCOCC1)C(F)(F)F (stereo not drawn)	-15%	0%	2.1%	6%	3%	5%	i	-3%	4%	-0.1%	-1%
COc1ccc2cc(C3(C)NC(=O)NC3=O)ccc2c1 (stereo not drawn)	-2%	7%	0.3%	1%	4%	-6%	i	-6%	2%	0.3%	7%
CCOC(=O)N1CCC(N2Cc3cccc(C(=O)NCc4ccc(C)cc4)c3C2=O)CC1	-3%	5%	0.5%	-5%	4%	65%	.	.	-6%	0.2%	-3%
COC(=O)CN1C(=O)C(O)(CC(=O)c2ccccc2)c2ccccc21 (stereo not drawn)	-7%	9%	-0.4%	4%	6%	-4%	.	3%	0%	-3.7%	1%
c1ccc2[nH]c(NCCN3CCOCC3)nc2c1	-9%	5%	-0.3%	3%	-8%	-5%	i	-4%	0%	-1.3%	2%
CCCN(Cc1cc2cccc(C)c2[nH]c1=O)C(=O)c1cccc(OC)c1	1%	19%	0.8%	-17%	1%	-4%	i	28%	-1%	0.8%	-3%

Record cards (already shown). Order of values: DNA Pol III inh	HEK293 cAMP cs	BRCT inh red	ALOX15 inhib	HADH2 inhib	Tau filament bind	Rhodamine autofl	USP2a inhib	Casp1 inh	BRCT PPI green	Caspase-7 inhib
CCCN(Cc1cc2cccc(C)c2[nH]c1=O)C(=O)c1cccc(OC)c1 as listed: 1%	19%	0.8%	-17%	1%	-4%	i	28%	-1%	0.8%	-3%
Cc1cc(NC(=O)CCc2ccc(S(=O)(=O)N3CCOCC3)cc2)n(-c2ccccc2)n1 as listed: -5%	20%	1.6%	4%	7%	-14%	i	-1%	1%	-1.5%	0%

Screening data (PubChem)

These rows are one share of the data. The share of hits here may be higher or lower than overall.
